# TDP1 cell CPT: qHTS for Inhibitors of human tyrosyl-DNA phosphodiesterase 1 (TDP1): qHTS in cells in presence of CPT; chicken DT40 Tdp1-/-;hTDP1 cells + 20 nM CPT, ATP luminescence, 48 h; Potency, µM (series often up to 46.2 µM), without a hit: at the top dose activity change, negative = growth inhibition, most hits filed as inhibitors; 420,000 compounds, 12% hits; AID 686979, 2013; further: nearly all actives have a fitted effect of over 55% in size
#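 Chicken DT40 Tdp1-/- cells complemented with human TDP1, 400 cells/well, exposed to compounds plus 20 nM camptothecin for at least 48 h at 37 C; viability read as ATP content by CellTiter-Glo luminescence.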
# KAT2A inh: qHTS Assay for Inhibitors of GCN5L2. Histone acetyltransferase KAT2A (Homo sapiens), Q92830. GCN5L2 HAT assay, ThioGlo1 CoA-SH fluorescence. Potency, µM (titrated, usually from 58.9 µM), without a hit: top-dose activity change, negative = inhibition, most hits filed as inhibitors. 390,000 compounds, 0.21% hits. AID 504327, 2011
# Target sequence (Q92830 whole entry, looked up): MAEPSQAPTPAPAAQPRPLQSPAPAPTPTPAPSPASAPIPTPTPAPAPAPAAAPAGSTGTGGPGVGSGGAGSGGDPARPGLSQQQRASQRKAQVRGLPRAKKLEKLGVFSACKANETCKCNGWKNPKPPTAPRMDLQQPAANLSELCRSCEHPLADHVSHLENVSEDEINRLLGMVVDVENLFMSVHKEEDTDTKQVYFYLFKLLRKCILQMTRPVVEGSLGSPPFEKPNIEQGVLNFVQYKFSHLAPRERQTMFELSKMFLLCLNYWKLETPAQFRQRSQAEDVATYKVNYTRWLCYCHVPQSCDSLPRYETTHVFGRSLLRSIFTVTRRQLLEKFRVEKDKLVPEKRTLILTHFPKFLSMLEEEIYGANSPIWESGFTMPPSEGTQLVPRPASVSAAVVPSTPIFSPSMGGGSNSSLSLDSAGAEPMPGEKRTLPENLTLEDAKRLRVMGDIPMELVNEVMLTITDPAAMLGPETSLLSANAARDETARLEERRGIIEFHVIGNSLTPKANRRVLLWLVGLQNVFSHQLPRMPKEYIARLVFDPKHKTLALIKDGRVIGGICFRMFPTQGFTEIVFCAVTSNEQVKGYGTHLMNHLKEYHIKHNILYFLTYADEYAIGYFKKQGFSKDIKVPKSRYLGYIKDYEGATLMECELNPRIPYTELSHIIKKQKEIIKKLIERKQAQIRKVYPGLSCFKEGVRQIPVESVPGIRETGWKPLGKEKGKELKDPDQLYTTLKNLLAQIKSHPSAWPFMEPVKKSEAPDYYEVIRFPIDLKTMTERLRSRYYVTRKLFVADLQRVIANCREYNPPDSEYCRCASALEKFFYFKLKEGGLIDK
#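 Free CoA generated was detected with ThioGlo1 (50uM) fluorescence at Ex340nm/Em540nm, read immediately and after 20 min at room temperature. Enzyme, 20 nM in HEPES pH 7.5 buffer, saw compounds 15 min before adding 75uM H3(1-25) peptide and 70uM acetyl-CoA.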
# FEN1 inhibitor: qHTS Assay for the Inhibitors of Human Flap endonuclease 1 (FEN1). 390,000 compounds, 0.35% hits. Recombinant FEN1 flap cleavage, fluorescence, 15 min. Potency, µM (highest dose often 114 µM), for inactives: top-dose activity change, negative = inhibition, actives largely listed as inhibitors. P39748; further: nearly all actives have a fitted effect of over 65% in size
#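 Reaction started by adding substrate (50 nM final) to 10 nM enzyme after 15 min room-temperature compound preincubation. Reads at 0 and 15 min, with data normalized and fitted to a four-parameter Hill equation.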
# Active calls of the source: *; ? = inconclusive; / = not tested or not shown; & = joins results of further samples; [ ] = dose if it differs, or a comment. The call rests on the fitted dose curve; in most records, active means well fitted curve in the direction sought with a large enough effect; inconclusive means small, poorly fitted or top-dose-only effect, or another doubt; inactive means no such curve, though single readings can be large; an effect the other way counts as inactive or inconclusive. On the % scale 0 is the no-effect control and ±100 the full control effect; potency means the concentration at half of the fitted maximal effect. The list is partial (hit frequency here may not be typical).
Molecule	TDP1 cell CPT	KAT2A inh	FEN1 inhibitor
O=C1NC(c2ccncc2)Nc2ccccc21 (stereo unspecified)	-10%	-6%	9%
COc1ccc(Cl)cc1S(=O)(=O)N1CCN(C(=O)c2cc(OC)c(OC)c(OC)c2)CC1	-15%	?	1%
O=C(CCCc1c[nH]c2ccccc12)Nc1ccc(S(=O)(=O)Nc2ncccn2)cc1	5%	-7%	6%
COc1ccc(-c2nc3ccccc3s2)cc1NC(=O)COc1ccc(C)cc1	/	0%	-5%
COc1cc(NC(=O)Cn2cnc3sc(C)c(S(=O)(=O)N4CCC(C)CC4)c3c2=O)cc(OC)c1OC	-15%	-6%	1%
CCCN1CNc2c(c(=O)[nH]c(=S)n2CCc2ccccn2)C1	-16%	/	0%
O=C(OCN1C(=O)c2ccccc2C1=O)c1cccs1	1%	14%	8%
O=C(c1ccc(N2CCN(S(=O)(=O)c3ccccc3)CC2)c([N+](=O)[O-])c1)N1CCOCC1	?	-3%	-5%
C/C(=N\NC(=O)c1ccc(N/N=C(\C)c2ccncc2)cc1)c1ccncc1	?	-23%	-10%
COc1ccc(OC)c(NC(=O)C2CC(=O)n3ncnc3N2)c1 (stereo unspecified)	-1%	3%	0%
Cc1ccc(CNC(=O)CCCCn2c(=O)c3ccccc3n(Cc3ccc(C)cc3)c2=O)cc1	-21%	1%	12%
COc1ccc([N+](=O)[O-])cc1NC1CCCCC1	-11%	-10%	7%
Nc1cc(Oc2cccnc2)cc([N+](=O)[O-])c1	-20%	-12%	-5%
CCCC(=O)Nc1nc2ccc(NC(=O)c3c(F)c(F)c(OC)c(F)c3F)cc2s1	0.92µM*	-14%	-21%
CCOC(=O)C1(CCc2ccccc2)CCN(C(=O)c2cc(C)nc(C)n2)CC1	0%	-5%	10%
Cc1ccc2nc(-c3ccc(NC(=O)CN4C(=O)NC(C)(c5ccc(OC(F)F)cc5)C4=O)cc3)sc2c1 (stereo unspecified)	15µM*	-1%	6%
COC(=O)C(Cc1ccccc1)OS(N)(=O)=O (stereo unspecified)	?	-1%	13%
CC(=O)Nc1cccc(OCC(=O)NC(C)c2ccc3ccccc3c2)c1 (stereo unspecified)	-20%	0%	-1%
CCCn1nnnc1SCC(=O)N1C(C)CCCC1C (stereo unspecified)	16%	-4%	2%
CC(C)Oc1ccc(C(=O)/C(=C\c2cccs2)c2nc3ccccc3o2)cc1	?	-8%	-4%
CCc1nnc(NC(=O)CSc2nnc(CNC(=O)c3ccc(OC)c(OC)c3)o2)s1	-19%	-1%	19%
Cc1onc(NC(=O)NC(=O)c2c(F)cccc2Cl)c1Br	-8%	-18%	3%
c1ccc(Cn2nnc3c(N4CCCC4)ncnc32)cc1	?	-5%	4%
O=C(CSc1nnnn1C1CCCCC1)N1CCOCC1	?	-5%	-5%
CCCc1nc(NCCO)c(C#N)c2c1CCCC2	4%	0%	-1%
Cn1cnnc1Sc1ccc(S(C)(=O)=O)cc1[N+](=O)[O-]	0%	-2%	-3%
Cc1cc(C)nc(SCC(=O)N/N=C/c2cccs2)n1	1%	2%	2%
Cc1cc(-c2nnc3n2N=C(c2ccccc2)CS3)n[nH]1	8%	-28%	-1%
Cc1ccc(C)c(NS(=O)(=O)c2cc(C(=O)Nc3cccc(N(C)S(C)(=O)=O)c3)ccc2C)c1	?	-14%	-9%
Cc1ccccc1NC(=O)c1ccccc1NC(=O)c1cccs1	-16%	0%	10%

# Reformatted: 3 of the compounds above.
# Fields – TDP1 cell CPT | KAT2A inh | FEN1 inhibitor
CC(=O)Nc1cccc(OCC(=O)NC(C)c2ccc3ccccc3c2)c1 (stereo unspecified)
→ -20% | 0% | -1%
Cc1ccc2nc(-c3ccc(NC(=O)CN4C(=O)NC(C)(c5ccc(OC(F)F)cc5)C4=O)cc3)sc2c1 (stereo unspecified)
→ 15µM* | -1% | 6%
Cn1cnnc1Sc1ccc(S(C)(=O)=O)cc1[N+](=O)[O-]
→ 0% | -2% | -3%

# (cont.)
Molecule	TDP1 cell CPT	KAT2A inh	FEN1 inhibitor
CC(=O)c1ccc(N(C(=O)CNC(=O)c2ccco2)C(C(=O)NC2CCCC2)c2cccnc2)cc1 (stereo unspecified)	6%	1%	1%
CCOC(=O)C(C)Oc1c(C(=O)OC)sc2ncccc12 (stereo unspecified)	14%	-11%	3%
CCn1c(=O)cc(SCC(=O)Nc2cccc(C)n2)c2ccccc21	?	3%	0%
CS(=O)(=O)c1ccc(-c2cn3cc(C(=O)O)ccc3n2)cc1	-17%	-10%	2%
C/C(=N/N=C(/C)c1cccs1)c1cccs1	-18%	2%	-2%
O=C(Nc1cccc(Cl)c1)N1CCC(CO)(CCOc2ccccc2)CC1	?	-6%	-19%
CCc1cccc(NC(=O)c2cccc3c2C(=O)N(C2CCCCC2)C3)c1	?	-15%&-9%	19%&-16%
CCCCC[C@H](O)/C=C/[C@H]1C=CC(=O)[C@@H]1C/C=C\CCCC(=O)O	15%[4.12 µM]	?	/
O=C(Nc1ccccc1)N1CCCC2(CCN(S(=O)(=O)c3ccccc3)CC2)C1	1%	6%	/
COc1ncc2nc(CCc3ccccc3)c(=O)n(CCc3ccccc3)c2n1	?	-9%	/
COC(=O)CN(C#N)c1nc(NC(C)C)nc(OC)n1	1%	-1%	-3%
Cc1cccc(N/C(=N/S(=O)(=O)c2ccccc2)c2ccccc2)n1	?	-2%	2%
CCOc1ccc(-c2nn(-c3ccccc3)cc2/C=C(\C#N)S(=O)(=O)c2ccccc2)cc1C	?	3%	-13%
Cc1cc(C(=O)N/N=C/c2ccccc2[N+](=O)[O-])c(C)o1	-1%	-19%	4%
COc1cc(/C=C2/C(=O)N(c3ccc(C)c(C)c3)N=C2C)cc([N+](=O)[O-])c1O	-9%	-4%	1%
Cc1cc(Cl)ccc1NC(=O)C1CCN(S(C)(=O)=O)CC1	1%	3%	-2%
CCN(CC)Cc1c(C(=O)N/N=C/c2cccc(OCc3ccc(F)cc3)c2)nnn1-c1nonc1N	-7%	1%	-21%
CCOC(=O)c1nnn(CC(=O)Nc2ccccc2OC)c1C(=O)OCC	-11%	-22%[0.501 µM]	7%
Cc1noc(C)c1-c1nc(NCc2ccccc2)c2ccccc2n1	?	25µM*	/
CCN1CCN(c2ccc(S(=O)(=O)N3CCCCC3)cc2NC(=O)/C=C/c2cc(OC)ccc2OC)CC1	16µM*	-2%	-5%
COc1ccc(S(=O)(=O)Nc2noc3ccccc23)cc1OC	-23%	0%	-1%
O=C(CN1C(=O)C2CC=CCC2C1=O)NC1CCCCC1 (stereo unspecified)	-12%	-11%	-12%
Cc1nn(C)cc1S(=O)(=O)Nc1ccccc1Br	-2%	?	9%
CCOC(=O)N1CCN(C(=O)C(CC(C)C)NS(=O)(=O)c2ccc(C)cc2)CC1 (stereo unspecified)	?	2%	-5%
Cc1ccc(NC(=O)c2cc(S(=O)(=O)N3CCCc4ccccc43)ccc2F)cc1F	16µM*	5%	-4%
CCc1ccccc1NC(=O)c1ccc(CN2C(=O)CCn3nc(C)cc32)cc1	-14%	-2%	0%
Cc1ccc(NS(=O)(=O)c2cc(-c3n[nH]c(=O)c4ccccc34)ccc2C)cc1	7.3µM*	-5%	-6%
Cc1cccc(NC(=O)NC2(C(=O)NCc3ccco3)CCCCC2)c1	1%	-5%	3%
COc1cccc(NC(=O)C(=O)NCC(c2ccc3c(c2)OCO3)N2CCOCC2)c1 (stereo unspecified)	?	-6%	0%
CCOc1ccc(CC(=O)NCC2(N3CCCCC3)CCCCC2)cc1	19%	2%	-9%
O=C(NCc1ccccc1)c1ccc(NC(=O)c2ccco2)cc1	-18%	?	-12%
Cc1sc2nc(CN3CCOCC3)nc(NS(=O)(=O)c3ccc4c(c3)OCCO4)c2c1C	-27%	-2%	-5%
COC(=O)C1=C(C(=O)OC)[C@@H]2Nc3ccccc3[C@@]23C[C@@H](C(=O)OC)N(C(C)=O)C3=N1	32%[activator]	1%	-5%
Cc1cc(OCCn2cncn2)ccc1[N+](=O)[O-]	-12%	-13%	13%
CC1=CC(C)(C)NC(=S)N1CCO	-10%	/	1%
Cc1ccc(NC(=O)n2ncc3c(C)cccc32)c(C)c1	-5%&-30%	-1%&-2%	-6%&-1%
CC(C)CNC(=O)CSc1n[nH]c(=O)n1CCc1ccccc1	-5%	27%	2%
O=C(c1cccc(Cl)c1)N(Cc1cccc(F)c1)C1CCS(=O)(=O)C1 (stereo unspecified)	-4%	0%	22%
CCOC(=O)/C(C#N)=N/Nc1c(C)n(C)n(-c2ccccc2)c1=O	16µM*	?	3%
Cc1cccc(Nc2nc(-c3ccc(F)c(C)c3)cs2)n1	?	-20%	-22%
O=C(/C=C/c1cc([N+](=O)[O-])ccc1OC(F)F)NCc1ccc(Cl)cc1	?	-5%	-10%
CCc1c(C(=O)NC(C)C2CCCO2)csc1C (stereo unspecified)	-5%	?	-9%
COc1ccc(-c2csc(NC(=O)CN3C(=O)CCC3=O)n2)cc1OC	0%	40%[activator]	-12%
CCC(=O)NNC(=O)CSc1nnc(-c2ccccc2)c(-c2ccccc2)n1	-8%	-10%	4%
COc1ccc(-n2ccn(CC(=O)Nc3ccccc3C(F)(F)F)c(=O)c2=O)cc1OC	-10%	4%	-5%
COc1ccc(Cn2c(NCC(C)C)nc3c2c(=O)n(C)c(=O)n3C)cc1	-10%	-3%	-15%
CCCCc1ncc(/C=C(\Cc2cccs2)C(=O)O)n1Cc1ccc(C(=O)O)cc1	-20%	-12%	/
CCOC(=O)c1ccc(NC(=O)NC2CC3CCC(C2)N3Cc2nnnn2Cc2ccco2)cc1 (stereo unspecified)	?	-14%	-1%
COc1ccc(-c2csc(N3CCN(C(=O)c4ccccc4)CC3)n2)cc1	?	-10%	-17%
CN(CC(=O)Nc1cccc(F)c1)C(=O)CC1CCCCC1	-32%	-4%	-2%
COc1ccc(Cl)cc1S(=O)(=O)N1CCC(C(=O)NC2CC2)CC1	-1%	2%	3%
Cc1sc(NC(=S)NC(=O)c2cccs2)nc1-c1ccc(CC(C)C)cc1	?	-10%	-14%
Cc1ccnc(SCC(=O)O)n1	3%	-5%	1%
Cc1nn(CC#N)c(=O)n1-c1cccc(F)c1	3%	-1%	-3%
CC(OC(=O)c1ccc2ncsc2c1)C(=O)NC1CCCCC1C (stereo unspecified)	-12%	0%	7%
Cc1cc(C(=O)OC(C)C(=O)NC2CCCCC2C)c(C)o1 (stereo unspecified)	3%	2%	-2%
COc1cccc(/C=C2\SC(=S)N(CCC(=O)N3CCCCC3CCO)C2=O)c1 (stereo unspecified)	13µM*	-5%	-5%
CCN1CCCC(OC(=O)c2cc(-c3ccc(C)cc3)nc3ccccc23)C1 (stereo unspecified)	?	-6%	-17%
Cc1ccccc1CN(c1ccc(C(=O)Nc2cccnc2)cc1)S(C)(=O)=O	-10%	-1%	-5%
CSc1ccc(/C=C/C(=O)OCC(=O)NC(C)C)cc1	?	-4%	-2%

# Laid out differently: four of the compounds above
> Cc1onc(NC(=O)NC(=O)c2c(F)cccc2Cl)c1Br
  TDP1 cell CPT: -8%; KAT2A inh: -18%; FEN1 inhibitor: 3%

> Cc1ccnc(SCC(=O)O)n1
  TDP1 cell CPT: 3%; KAT2A inh: -5%; FEN1 inhibitor: 1%

> CSc1ccc(/C=C/C(=O)OCC(=O)NC(C)C)cc1
  TDP1 cell CPT: ?; KAT2A inh: -4%; FEN1 inhibitor: -2%

> O=C(Nc1ccccc1)N1CCCC2(CCN(S(=O)(=O)c3ccccc3)CC2)C1
  TDP1 cell CPT: 1%; KAT2A inh: 6%; FEN1 inhibitor: /

# (further entries)
Molecule	TDP1 cell CPT	KAT2A inh	FEN1 inhibitor
O=C(c1ccc2c(c1)C(=O)N(c1ccc(Cl)cc1)C2=O)N1CCN(c2ccccn2)CC1	-5%	/	-14%
CCn1cc(C(=O)NC(=S)Nc2cccc(O)c2)cn1	-18%	0%	-2%
CC(C)(C)OC(=O)NCCCCCNC(=O)c1nc[nH]c1C(=O)NCc1ccccc1	?	-2%	-2%
Cc1nc(NC(=O)c2ccccc2)sc1Cc1ccc2c(c1)OCO2	?	-5%	-17%
Cn1cnc2cc(NC(=O)c3ccco3)ccc21	-2%	1%	-11%
O=C(Nc1ccccc1N1CCCC1)C1CCN(S(=O)(=O)c2ccccc2C(F)(F)F)CC1	?	-2%	-1%
COc1ccccc1NC(=O)CSc1nnc(CNC(=O)c2ccccc2F)o1	12%	3%	4%
O=C(N/N=C/C=C/c1ccccc1)c1cccnc1	21µM*	-5%	5%

# Bioassay records as filed in PubChem BioAssay.
